High-throughput results from PubChem.
WRN inhibitor – qHTS for Inhibitors of WRN Helicase. Potency, µM (top dose mostly 114 µM), for inactives: at the top dose activity change, negative = inhibition, hits mostly inhibitors. Bifunctional 3'-5' exonuclease/ATP-dependent helicase WRN (Homo sapiens), Q14191. 360,000 tested, 0.46% active. AID 651768, 2012. WRN helicase unwinding, fluorescent forked duplex, kinetic; note: potency is the fitted concentration of half-maximal effect; % is set by controls: 0 for no effect and ±100 for the full control effect; nearly all actives have a fitted effect of over 55% in size
Target sequence (Q14191 whole entry, looked up): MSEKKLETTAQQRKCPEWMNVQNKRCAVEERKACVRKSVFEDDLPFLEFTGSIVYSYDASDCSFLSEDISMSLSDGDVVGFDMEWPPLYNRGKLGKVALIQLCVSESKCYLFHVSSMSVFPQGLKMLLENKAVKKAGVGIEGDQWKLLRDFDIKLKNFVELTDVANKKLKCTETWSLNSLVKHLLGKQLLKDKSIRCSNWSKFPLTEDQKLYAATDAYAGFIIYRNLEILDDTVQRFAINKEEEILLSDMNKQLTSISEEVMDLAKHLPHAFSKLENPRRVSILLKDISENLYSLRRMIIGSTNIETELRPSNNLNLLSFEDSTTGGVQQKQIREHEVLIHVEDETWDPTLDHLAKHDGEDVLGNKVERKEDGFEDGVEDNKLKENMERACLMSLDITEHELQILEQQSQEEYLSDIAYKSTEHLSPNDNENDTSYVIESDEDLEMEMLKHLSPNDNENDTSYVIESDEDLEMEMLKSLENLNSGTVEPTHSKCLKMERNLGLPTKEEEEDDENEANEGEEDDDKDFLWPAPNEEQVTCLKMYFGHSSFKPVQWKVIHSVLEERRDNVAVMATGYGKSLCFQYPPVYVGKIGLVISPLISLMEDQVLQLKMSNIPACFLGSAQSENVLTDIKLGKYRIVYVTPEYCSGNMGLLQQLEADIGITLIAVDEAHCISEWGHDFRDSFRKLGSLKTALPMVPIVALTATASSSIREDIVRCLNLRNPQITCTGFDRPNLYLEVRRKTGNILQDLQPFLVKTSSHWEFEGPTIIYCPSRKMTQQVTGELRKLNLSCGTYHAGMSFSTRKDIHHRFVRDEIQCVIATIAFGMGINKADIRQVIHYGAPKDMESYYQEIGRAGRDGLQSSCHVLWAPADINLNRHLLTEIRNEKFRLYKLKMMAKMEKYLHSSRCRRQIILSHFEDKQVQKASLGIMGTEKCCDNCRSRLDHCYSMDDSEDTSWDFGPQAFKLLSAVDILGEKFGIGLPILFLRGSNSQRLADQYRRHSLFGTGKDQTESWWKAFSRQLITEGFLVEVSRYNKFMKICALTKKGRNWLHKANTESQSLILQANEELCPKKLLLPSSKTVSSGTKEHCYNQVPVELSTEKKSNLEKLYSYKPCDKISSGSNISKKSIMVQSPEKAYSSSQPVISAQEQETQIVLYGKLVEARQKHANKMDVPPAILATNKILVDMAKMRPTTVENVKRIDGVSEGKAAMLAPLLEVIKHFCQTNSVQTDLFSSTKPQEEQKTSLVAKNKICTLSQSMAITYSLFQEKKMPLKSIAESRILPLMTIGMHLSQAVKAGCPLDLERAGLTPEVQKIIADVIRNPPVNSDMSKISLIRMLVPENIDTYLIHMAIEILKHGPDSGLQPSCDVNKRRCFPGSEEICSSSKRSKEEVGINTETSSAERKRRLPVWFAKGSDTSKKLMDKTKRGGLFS
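Primary qHTS, 1536-well format. 20 nM WRN + compound, 15 min RT; start with 100 nM forked fluorophore/quencher duplex, 2 mM ATP (final); kinetic read ex 525/em 598 nm.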
HT1080NT lethal – qHTS for induction of synthetic lethality in tumor cells producing 2HG: qHTS for the HT-1080-NT fibrosarcoma cell line. HT-1080-NT fibrosarcoma viability, CellTiter-Glo ATP luminescence, 48 h. Potency, µM (highest dose often 46.1 µM), inactives show at the top dose activity, negative = less viability, actives largely listed as cytotoxic. 360,000 tested, 1.6% active;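 note: NT is the 2HG producing partner of a matched IDH1 knockdown line; potency is the fitted concentration of half-maximal effect; 0% = DMSO-treated cells and -100% = media-only wells without cells; nearly all actives have a fitted effect of over 55% in size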
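Read-out is CellTiter-Glo luminescence after 10 minutes at room temperature, following 48 hours' compound treatment of HT-1080-NT cells (750 cells/well, RPMI, 5% FBS, 37 degrees C).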
KB-3-1 tox – qHTS assay for MDR1-selective chemotherapeutics: Primary screen using the parental adenocarcinoma cell KB-3-1 | KB-3-1 viability, CellTiter-Glo ATP luminescence, 72 h | Potency, µM (series often up to 46.1 µM), inactives show at the top dose activity change, negative = cytotoxic, hits mostly cytotoxic | 400,000 tested, 1.4% active; note: potency is the fitted concentration of half-maximal effect; % is set by controls: 0 for no effect and ±100 for the full control effect; nearly all actives have a fitted effect of over 60% in size
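KB-3-1 parental drug-naive adenocarcinoma cells in DMEM/10% FBS, incubated 72 h at 37 C with pin-transferred compounds across a concentration series. Viability by CellTiter-Glo luminescence; concentration-response curves fitted after normalization.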
IL-1B inflam inh – qHTS for Inhibitors of Inflammasome Signaling: IL-1-beta AlphaLISA Primary Screen; THP-1 LPS/ATP IL-1B secretion, AlphaLISA, 16 h; active compounds read low; activity change, % at 57.5 µM; 360,000 tested, 4.7% active; AID 743279, 2014; in the data active = activity change below about -50%; inconclusive = mostly about -30% to -49%; note: % is set by controls: 0 for no effect and ±100 for the full control effect
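Secreted IL-1B measured by AlphaLISA bead assay after 16 h compound exposure of THP-1 cells; compounds (final up to 57.5 uM) added 1 h before LPS (250 ng/mL) and ATP (1.25 mM) stimulation; lower signal means less secretion.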
KB-V1 cytotox – qHTS assay for MDR1-selective chemotherapeutics: Primary screen using the drug-selected MDR subline cells KB-V1; KB-V1 MDR cells viability, CellTiter-Glo, 72 h; Potency, µM (titrated, usually from 46.1 µM), for inactives: top-dose activity change, negative = cytotoxicity, hits mostly cytotoxic; 400,000 tested, 3.4% active; AID 1347076, 2019; note: potency is the fitted concentration of half-maximal effect; % is set by controls: 0 for no effect and ±100 for the full control effect; nearly all actives have a fitted effect of over 60% in size
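Drug-selected KB-V1 cells, grown in DMEM lacking phenol red with 10% FBS, receive compound titrations; after three days at 37 degrees C, surviving cell ATP is quantified by CellTiter-Glo luminescence and responses normalized and curve-fitted.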
SW480 rereplic – A quantitative high throughput screen for small molecules that induce DNA re-replication in SW480 colon adenocarcinoma cells; Potency, µM (doses to about 46.1 µM), for the others: at the top dose re-replication activation, actives largely listed as activators; SW480 DNA re-replication, Hoechst DNA content imaging, 48 h; 340,000 tested, 1.8% active; note: potency is the fitted concentration of half-maximal effect; % of control where 0% means no effect; nearly all actives have a fitted effect of over 55% in size
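250 cells/well; 23 nL cpd via pin tool; 48 hr, 37 C, 5% CO2; Hoechst 40 min; imager read of total nuclear intensity, ex 405/em 500-530 nm.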
MCF10A rereplic – A quantitative high throughput screen for small molecules that induce DNA re-replication in MCF 10a normal breast cells; AID 624296, 2012; MCF 10A DNA re-replication, Hoechst nuclear intensity, 48 h; 350,000 tested, 2.9% active; Potency, µM (series often up to 46.1 µM), for the others: at the top dose activity, positive = re-replication, hits mostly activators; note: potency is the fitted concentration of half-maximal effect; % of control where 0% means no effect; nearly all actives have a fitted effect of over 50% in size
ATXN2 expr inh – Primary qHTS for Inhibitors of ATXN expression | 360,000 tested, 0.72% active | Potency, µM (series often up to 57 µM), for inactives: at the highest dose activity change, negative = inhibition, hits mostly inhibitors | HEK-293 ATXN2-luciferase reporter, luminescence, 24 h; note: potency is the fitted concentration of half-maximal effect; % is set by controls: 0 for no effect and ±100 for the full control effect; nearly all actives have a fitted effect of over 55% in size
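ATXN2-luciferase reporter cells (luciferase flanked by upstream and downstream ATXN2 gene portions) were treated 24 h at 37 °C with compounds at up to 57 uM. SteadyGlo luminescence gave expression; GF-AFC fluorescence gave viability.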
HT1080 IDH1KD tx – qHTS for induction of synthetic lethality in tumor cells producing 2HG: qHTS for the HT-1080-IDH1KD cell line. HT-1080 IDH1 knockdown viability, ATP luminescence, 48 h. Potency, µM (highest dose often 46.1 µM), for inactives: at the top dose activity, negative = toxicity, actives largely listed as cytotoxic. 360,000 tested, 2% active;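 note: potency is the fitted concentration of half-maximal effect; 0% = DMSO wells and -100% = cell-free medium wells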
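Using the IDH1-knockdown HT-1080 line run in the same batch and compound series as the NT line, viability after 48 h at 37 °C was determined by CellTiter-Glo luminescence and expressed as % activity.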
Starred values were filed as active, the others as inactive; ? = inconclusive; . = no result given; [ ] = dose if it differs, or a comment. Unless noted, calls come from the whole dose curve; as a rule, active = well fitted curve in the direction sought with a large enough effect; inconclusive = small, poorly fitted or top-dose-only effect, or another doubt; inactive = no such curve, though single readings can be large; an effect the other way counts as inactive or inconclusive. Hits appear at their usual frequency; any-hit rate near 12%.

SMILES	WRN inhibitor	HT1080NT lethal	KB-3-1 tox	IL-1B inflam inh	KB-V1 cytotox	SW480 rereplic	MCF10A rereplic	ATXN2 expr inh	HT1080 IDH1KD tx
C/C(=N\Nc1ccc(C(=O)O)cc1)c1ccc(-n2ccnc2)cc1	-6%	20%	8%	?	-2%	2%	-3%	.	18%
Cc1nn(C)c(C)c1/C=C(/C(=O)C(C)C)n1cncn1	3%	-2%	1%	0	9%	12%	-1%	.	13%
NC(=O)c1cc([N+](=O)[O-])ccc1Nc1ccccc1	2%	5%	18%	8	22%	-11%	2%	4%	7%
CCOc1ccc(OCCC(=O)N2CCN(S(=O)(=O)c3ccc(OCC)cc3)CC2)cc1	-21%	-2%	.	0	.	8%	?	-3%	5%
COc1ccccc1NC(=O)CCN1C(=O)C2CC=C(Cl)CC2C1=O (configuration not stated)	-9%	1%	-3%	4	-5%	-8%	-5%	-7%	30%
CCNC(=O)NC(=O)c1csc([N+](=O)[O-])c1	2%	27%	2%	-3	23%	-12%	2%	6%	14%
COc1ccc(NC(=O)c2cc([N+](=O)[O-])ccc2N2CCCC2)cc1S(N)(=O)=O	-12%	1%	4%	-23	9%	-123%[inhibitor]	-2%	-1%	-11%
O=C(CCCC(=O)N1CCCC1)N1CCCC1	2%	2%	15%	13	8%	3%	-12%	25%	8%
CN(C)c1cc(-c2ccccc2)nc(-c2ccccc2)n1	7%	10%	5%	-18	-2%	7%	-12%	1%	15%
COc1cc(/C=N/NC(=O)Cn2cnc3c2c(=O)n(C)c(=O)n3C)ccc1O	0%	7%	18%	49	4%	2%	1%	-13%	6%
O=C1c2ccccc2C(=O)N1CC1c2ccccc2CCN1C(=O)N1CCOCC1 (configuration not stated)	14%	1%	0%	22	1%	-7%	2%	1%	9%
O=C(COC(=O)c1nc(Cl)ccc1Cl)NC1CCS(=O)(=O)C1 (configuration not stated)	-18%	0%	-9%	6	0%	-4%	2%	-8%	11%
C[C@H](NC(=O)c1ccco1)C(=O)NCCc1ccc(S(N)(=O)=O)cc1	4%	-5%	4%	19	?	?	1%	-1%	1%
O=C(O)c1ccccc1COc1ccccc1Cl	-1%	17%	4%	28	?	-5%	13%	12%	6%
COC(=O)c1ccc(-n2c(C)cc(/C=N/Nc3nc(C)cc(=O)[nH]3)c2C)cc1	3%	0%	1%	13	3%	-7%	-2%	1%	-13%

Arranged by heavy-atom count (largest number first): some entries from above.
SMILES	WRN inhibitor	HT1080NT lethal	KB-3-1 tox	IL-1B inflam inh	KB-V1 cytotox	SW480 rereplic	MCF10A rereplic	ATXN2 expr inh	HT1080 IDH1KD tx
CCOc1ccc(OCCC(=O)N2CCN(S(=O)(=O)c3ccc(OCC)cc3)CC2)cc1	-21%	-2%	.	0	.	8%	?	-3%	5%
COc1ccc(NC(=O)c2cc([N+](=O)[O-])ccc2N2CCCC2)cc1S(N)(=O)=O	-12%	1%	4%	-23	9%	-123%[inhibitor]	-2%	-1%	-11%
COc1cc(/C=N/NC(=O)Cn2cnc3c2c(=O)n(C)c(=O)n3C)ccc1O	0%	7%	18%	49	4%	2%	1%	-13%	6%
C[C@H](NC(=O)c1ccco1)C(=O)NCCc1ccc(S(N)(=O)=O)cc1	4%	-5%	4%	19	?	?	1%	-1%	1%
C/C(=N\Nc1ccc(C(=O)O)cc1)c1ccc(-n2ccnc2)cc1	-6%	20%	8%	?	-2%	2%	-3%	.	18%
O=C(COC(=O)c1nc(Cl)ccc1Cl)NC1CCS(=O)(=O)C1 (configuration not stated)	-18%	0%	-9%	6	0%	-4%	2%	-8%	11%
NC(=O)c1cc([N+](=O)[O-])ccc1Nc1ccccc1	2%	5%	18%	8	22%	-11%	2%	4%	7%
O=C(O)c1ccccc1COc1ccccc1Cl	-1%	17%	4%	28	?	-5%	13%	12%	6%
O=C(CCCC(=O)N1CCCC1)N1CCCC1	2%	2%	15%	13	8%	3%	-12%	25%	8%
CCNC(=O)NC(=O)c1csc([N+](=O)[O-])c1	2%	27%	2%	-3	23%	-12%	2%	6%	14%

Going on with the list:
SMILES	WRN inhibitor	HT1080NT lethal	KB-3-1 tox	IL-1B inflam inh	KB-V1 cytotox	SW480 rereplic	MCF10A rereplic	ATXN2 expr inh	HT1080 IDH1KD tx
O=C(CNc1ccccc1F)N/N=C/C1CC=CCC1 (configuration not stated)	-23%	10%	21%	24	6%	-2%	-4%	-11%	19%
CCN(CC)C(C(=O)NC1CCCCC1)c1ccc(C)cc1 (configuration not stated)	-13%	2%	2%	-11	?	-13%	1%	-30%	5%
NS(=O)(=O)c1ccc(CNC(=O)c2csc3c2CCCC3)cc1	-11%	-8%	17%	-1	0%	-9%	27%	-8%	-20%
O=C(COC(=O)c1cc(=O)[nH]c2ccccc12)NCc1cccs1	-12%	13%	0%	1	?	-1%	-14%	-1%	-4%
C(=N\N1CCN(c2ccccn2)CC1)/c1ccco1	0%	16%	0%	-5	9%	-1%	7%	12%	24%
Cc1cc2c(cc1S(=O)(=O)NC1CCCCC1C)OCC(=O)N2 (configuration not stated)	-12%	-12%	13%	6	1%	19%	6%	-19%	-23%
CCC1Nc2ncnc(N3CCc4ccccc4C3)c2N(Cc2ccc(Cl)cc2)C1=O (configuration not stated)	-3%	-21%	?	-14	-5%	?	?	?	-13%
O=C(Nc1cccnc1)c1ccc2ccccc2c1O	-10%	-2%	4%	-2	-5%	-2%	?	47%[activator]	0%
Cc1cc(NC(=O)c2ccccc2)n(C(C)(C)C)n1	-5%	11%	-1%	20	7%	-7%	6%	.	9%
CCOc1ccc(CCN2C(=O)C3C4CCC(O4)C3C2=O)cc1OCC (configuration not stated)	3%	2%	18%	9	?	-1%	4%	-2%	5%
CN(C)c1ccc(/C=N/NC(=O)C(O)(c2ccccc2)c2ccccc2)o1	-20%	0%	11%	-3	-3%	?	?	-2%	-4%
COc1ccc(C(C)(C)C)cc1NC(=O)c1ccoc1C	-7%	14%	-5%	-8	?	5%	10%	-2%	10%
Cc1ccc(NC(=S)NC(=O)C2CC2)c(C)c1	-1%	-1%	-4%	23	1%	-1%	3%	56%[activator]	2%
C=CCn1c(SCCC)nc(O)cc1=O	-7%	1%	0%	30	5%	-2%	0%	-4%	-2%
Cc1cc(NS(=O)(=O)c2ccc(NC(=O)COc3ccccc3C(C)(C)C)cc2)no1	-10%	-2%	-7%	23	?	-1%	10%	6%	2%
O=C(COC(=O)c1ccc[n+]([O-])c1)Nc1ccccc1OC(F)F	7%	11%	-1%	-1	3%	-8%	-1%	6%	13%
CCOC(=O)C1CCN(C(=O)c2ccc3c(Cl)c4c(nc3c2)CCCC4)CC1	6%	-4%	-16%	-11	-4%	-5%	-1%	.	-4%
Cn1c(N)c(C(=O)c2ccc(C#N)cc2)c(=O)n(C)c1=O	10%	12%	11%	20	-18%	0%	2%	0%	22%
Cc1ccc(Cn2ccsc2=NC(=O)COC(=O)c2ccc(NC(=O)CC#N)cc2)cc1	2%	-8%	?	-9	-6%	-44%[inhibitor]	17%	-4%	-8%
Nc1ccccc1C(=O)N1CCC(O)(c2ccc(Cl)cc2)CC1	0%	10%	-6%	6	-4%	-24%	5%	6%	3%
COc1ccc(CCN(Cc2ccccn2)C(=S)Nc2ccccc2Cl)cc1OC	-20%	3%	-5%	-2	?	1%	-1%	-11%	3%
COc1ccc(NS(=O)(=O)c2cc(NC(=O)c3ccc(=O)[nH]n3)ccc2N2CCOCC2)cc1	-8%	1%	1%	4	-11%	-1%	?	.	12%
Cc1ccc(Nc2c(-c3ccccn3)nc3cc(C)ccn23)cc1	5%	5.8µM*	?	-100*	?	7%	?	3.5µM*	5.8µM*
CC[C@@]1(C(=O)OC)N[C@H](CN(C)S(=O)(=O)c2ccc(C(C)(C)C)cc2)[C@@H]2C(=O)N(Cc3ccccc3)C(=O)[C@@H]21	-6%	9%	0%	52	0%	-31%	-1%	4%	13%
COc1ccc(Nc2ncnc3sc(-c4ccccc4)cc23)cc1OC	-22%[57.1 µM]	-12%	-3%	?	-20%	6%	?	-5%	-11%
COc1ccc(NC(=O)/C(Cl)=C(/Cl)S(=O)(=O)Cc2ccccc2)cn1	12µM*	5.8µM*	?	-118*	?	?	?	13µM*	5.2µM*
COCCCNC(=O)CCc1c(C)nc2c(c(C)nn2-c2ccc(C)cc2)c1C	-2%	10%	14%	27	?	-12%	19%	-15%	8%
CCN(CC)C(=O)Cn1cnc2sc(C(=O)N3CCN(c4ccc(F)cc4)CC3)c(C)c2c1=O	-1%	-1%	15%	23	1%	-18%	-34%[inhibitor]	6%	7%
CN1CCN(c2nc(N3CCN(CCO)CC3)nc3ccccc23)CC1	-11%	-4%	3%	-17	0%	-1%	13%	-5%	-12%
CC(=O)N1[C@H](C)C=C[C@]1(Cc1ccccc1)C(=O)O	7%	6%	23%	19	?	-5%	-21%	1%	9%
